Compound activity as filed in PubChem BioAssay.
HCMV antiviral: human cytomegalovirus inhibition; HFF cells, HCMV-luciferase reporter, 72 h; hits give low values; activity change, negative = inhibition, % at 57.5 µM; 410,000 compounds, 4.5% hits; in the data active = activity change below about -60%; inconclusive = no clear call, values can overlap the other calls; inactive = above about -39%
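Compounds were evaluated in HFFs infected with an HCMV luciferase reporter virus (MOI 1 PFU/cell). Luciferase in lysates collected 72 h post infection served as the replication measure.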
LmPK inh: LmPK (Leishmania mexicana) enzyme inhibition. Potency, µM (top dose mostly 57.5 µM), inactives show top-dose activity change, negative = inhibition, hits mostly inhibitors. AID 1721. purified LmPK, Kinase-Glo ATP luminescence, 1 h. 290,000 compounds, 0.37% hits; note: potency is the fitted concentration of half-maximal effect
Target sequence (Q27686 whole entry, looked up): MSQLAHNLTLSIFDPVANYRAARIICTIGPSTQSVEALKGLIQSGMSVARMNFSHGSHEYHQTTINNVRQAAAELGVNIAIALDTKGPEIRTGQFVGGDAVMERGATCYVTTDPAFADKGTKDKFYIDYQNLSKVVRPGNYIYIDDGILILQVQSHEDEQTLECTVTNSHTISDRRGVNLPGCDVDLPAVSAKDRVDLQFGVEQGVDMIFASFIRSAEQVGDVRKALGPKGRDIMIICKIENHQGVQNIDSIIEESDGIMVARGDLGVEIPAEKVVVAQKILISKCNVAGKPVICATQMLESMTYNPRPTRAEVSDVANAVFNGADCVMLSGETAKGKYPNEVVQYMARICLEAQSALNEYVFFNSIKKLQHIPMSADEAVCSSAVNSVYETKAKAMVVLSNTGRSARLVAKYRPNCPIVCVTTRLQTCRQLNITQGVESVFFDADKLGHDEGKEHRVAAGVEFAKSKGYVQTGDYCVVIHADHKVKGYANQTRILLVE
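Kinase-Glo luminescence read after 1 h RT reaction of 0.1 nM LmPK with 0.5 mM PEP and 0.1 mM ADP. Activity scaled between uninhibited and enzyme-free controls.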
AMA1 RON2 block: disrupts binding of P. falciparum AMA1 to RON2; AlphaScreen AMA1-biotinylated RON2 peptide binding; Potency, µM (highest dose often 58.2 µM), for the others: at the highest dose activity change, negative = inhibition, most hits filed as inhibitors; 360,000 compounds, 0.2% hits;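 note: potency is the fitted concentration of half-maximal effect; 0% = vehicle wells and -100% = peptide control; nearly all actives have a fitted effect of over 45% in size; some results filed as inactive show a strong effect at the top dose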
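AMA1 (3D7) with his tag at 25 nM final met compounds first, then biotinylated RON2 peptide at 25 nM; detection used donor plus acceptor beads, 10 µg/mL apiece, read by AlphaScreen after 30 min at room temperature.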
AmpC no deterg: blocks E. coli AmpC beta-lactamase in detergent-free assay | P00811 | AmpC nitrocefin hydrolysis, absorbance 480 nm, 0.0001% Triton | Potency, µM (top dose mostly 57.1 µM), for the others: at the highest dose activity change, negative = inhibition, hits mostly inhibitors | 330,000 compounds, 0.52% hits | AID 485341;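 note: potency is the fitted concentration of half-maximal effect; plate controls were no compound for no effect and no enzyme for full effect; nearly all actives have a fitted effect of over 20% in size; some results filed as inactive show a strong effect at the top dose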
Target sequence (P00811 whole entry, looked up): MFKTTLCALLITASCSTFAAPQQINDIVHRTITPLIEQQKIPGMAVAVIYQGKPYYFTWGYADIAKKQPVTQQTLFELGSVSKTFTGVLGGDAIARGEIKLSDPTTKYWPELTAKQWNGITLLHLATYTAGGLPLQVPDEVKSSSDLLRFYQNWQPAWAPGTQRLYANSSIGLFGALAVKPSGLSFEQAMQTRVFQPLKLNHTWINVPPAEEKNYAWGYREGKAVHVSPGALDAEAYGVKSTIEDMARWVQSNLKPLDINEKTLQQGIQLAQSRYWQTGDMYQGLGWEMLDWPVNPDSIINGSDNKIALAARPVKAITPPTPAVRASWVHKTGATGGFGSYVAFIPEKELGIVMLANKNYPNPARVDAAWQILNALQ
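AmpC (5.3 nM in the dispensed reagent) in 20 mM phosphate pH 7.0 with 0.01% (detergent screen) or 0.0001% Triton X-100 was preincubated with compounds for 15 min at room temperature. Nitrocefin was then added from an 800 uM solution, and hydrolysis was followed at 480 nm.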
AmpC detergent: AmpC beta-lactamase inhibition with detergent present. P00811. AmpC hydrolysis of nitrocefin, absorbance 480 nm, 0.01% Triton. Potency, µM (titrated, usually from 114 µM), without a hit: at the top dose activity change, negative = inhibition, actives largely listed as inhibitors. 370,000 compounds, 0.041% hits. AID 485294;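 note: potency is the fitted concentration of half-maximal effect; 0% = no-compound wells and -100% = no-enzyme wells; nearly all actives have a fitted effect of over 25% in size; some results filed as inactive show a strong effect at the top dose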
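AmpC (5.3 nM in the dispensed reagent) in 20 mM phosphate pH 7.0 with 0.01% (detergent screen) or 0.0001% Triton X-100 was preincubated with compounds for 15 min at room temperature. Nitrocefin was then added from an 800 uM solution, and hydrolysis was followed at 480 nm.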
TbPYK inhibitor: T. brucei pyruvate kinase inhibition; Q57TT1; TbPYK enzyme, Kinase-Glo Plus ATP luminescence, 45 min; Potency, µM (highest dose often 76.8 µM), for the others: top-dose activity, negative = inhibition, hits mostly inhibitors; 410,000 compounds, 0.12% hits; AID 624173; note: potency is the fitted concentration of half-maximal effect; nearly all actives have a fitted effect of over 50% in size
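Screened from lowest to highest concentration, compounds were pinned into TbPYK/substrate mixtures, and ADP (130 uM final) was added. Plates sat at room temperature for 45 min prior to Kinase-Glo Plus detection by luminescence.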
HCV inhibitor: blocks hepatitis C virus; Huh7.5.1 HCVcc-Cre infection, luciferase reporter, 44 h; Potency, µM (top dose mostly 41.8 µM), without a hit: at the top dose activity change, negative = inhibition, usual class: inhibitors; 340,000 compounds, 3.4% hits; AID 651820; note: potency is the fitted concentration of half-maximal effect
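After 44 h co-culture of compound, cells and HCVcc-Cre (~0.5 moi), substrate is added for 15 min at room temperature and luciferase measured over 15 sec. Cells were seeded at 1,000/well and pre-cultured 4 h.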
Numbers without * were called inactive; ? = inconclusive; / = no result given; & = joins results of further samples; [ ] = remark or other dose. Unless noted, calls come from the whole dose curve; as a rule, active = well fitted curve in the direction sought with a large enough effect; inconclusive = small, poorly fitted or top-dose-only effect, or another doubt; inactive = no such curve, though single readings can be large; an effect the other way counts as inactive or inconclusive. Unless noted, % is set by controls: 0 for no effect and ±100 for the full control effect.

Each structure is followed by: HCMV antiviral, LmPK inh, AMA1 RON2 block, AmpC no deterg, AmpC detergent, TbPYK inhibitor, HCV inhibitor
CCOC(=O)c1noc2nc(C)n(CC(=O)Nc3ccc(OC)c(Cl)c3)c(=O)c12
 : 12, /, /, /, 21%, -13%, /
CC1=N/C(=C\c2ccc3c(c2)OCO3)C(=O)N1c1ccc(C(=O)O)cc1
 : -18, -1%, -8%[11.6 µM], -24%, ?, -14%, 0%
CCOC(=O)[C@H]1[C@H]2COc3ccccc3[C@@H]2N2C(=O)[C@@H](C)NC(=O)[C@@]12C
 : -22, /, -7%, -8%, /, -8%, 16%
S=c1nc(Cc2ccccc2)[nH]c2ccccc12
 : -10, 3%, 90%[activator], -25%, -7%, -12%, 1%
COc1ccc(N=CC=C2OC(C)(C)C(C)(C)O2)cc1OC
 : 16, -1%, -9%, 90%[activator], 6%, -10%, -10%
CCOC(=O)N1CCN(c2c(NCCc3ccc(OC)c(OC)c3)c(=O)c2=O)CC1
 : 41, 0%, -1%, -11%, -13%, 3%, 10%
Cc1nc2ccc3nc(NC(=O)c4ccco4)sc3c2s1
 : 24, /, 33%[activator], /, /, -21%, 13%
CN1CCN(C2=C(Cl)C(=O)N(c3ccc(Cl)cc3)C2=O)CC1
 : /, 3%, -23%, -20%, -9%, 1%, 0%
COc1ccc(N2C(=O)[C@@H]3[C@H](C2=O)[C@H]2C=CC=NN2[C@@H]3C(=O)Nc2ccc(Cl)cc2)cc1
 : 17, -18%, 7%, 21%, 2%, ?, -18%
Cc1cc2c(NC(=O)Nc3ccc(C(F)(F)F)cc3)cccc2nn1
 : 0, 12%, -3%, -21%, 4%, -8%, 1%
Cc1c(Cl)cccc1NS(=O)(=O)c1ccc(-c2cnc(C3CC3)o2)cc1
 : -80*, /, /, /, 15%, 7%, /
NCC(=O)N1CCC(C(=O)N[C@@H](Cc2c[nH]c3ccccc23)C(=O)O)CC1
 : -21, -2%, 27%, 10%, 0%, -8%, 9%
Cc1cc2c(c(=O)o1)C(C(C)C)C(C#N)=C(N)O2 (configuration not stated)
 : 37, 0%, -1%, -11%, -17%, -17%, 15%
CCn1nc(C)c(CN2CCCCC2C(=O)Nc2ccc(Oc3cccnc3)cc2)c1C (configuration not stated)
 : /, -3%, -9%, 48%, 1%, -3%, 11µM*
Cc1cc(SCC2=NNC(=O)C2)c(Cl)cc1Cl
 : 4, 0%, 32%[activator], -55%, ?, 0%, 6%

In a second layout: entries from further up.
mol: Cc1cc2c(c(=O)o1)C(C(C)C)C(C#N)=C(N)O2 (configuration not stated)
  HCMV antiviral: 37
  LmPK inh: 0%
  AMA1 RON2 block: -1%
  AmpC no deterg: -11%
  AmpC detergent: -17%
  TbPYK inhibitor: -17%
  HCV inhibitor: 15%

mol: CCn1nc(C)c(CN2CCCCC2C(=O)Nc2ccc(Oc3cccnc3)cc2)c1C (configuration not stated)
  HCMV antiviral: /
  LmPK inh: -3%
  AMA1 RON2 block: -9%
  AmpC no deterg: 48%
  AmpC detergent: 1%
  TbPYK inhibitor: -3%
  HCV inhibitor: 11µM*

mol: Cc1cc(SCC2=NNC(=O)C2)c(Cl)cc1Cl
  HCMV antiviral: 4
  LmPK inh: 0%
  AMA1 RON2 block: 32%[activator]
  AmpC no deterg: -55%
  AmpC detergent: ?
  TbPYK inhibitor: 0%
  HCV inhibitor: 6%

The listing continues.
Each structure is followed by: HCMV antiviral, LmPK inh, AMA1 RON2 block, AmpC no deterg, AmpC detergent, TbPYK inhibitor, HCV inhibitor
Cc1nc(SCC(=O)N2CCc3ccccc3C2)c2c(C)c(C)sc2n1
 : -11, 7%, 15%, 0.16µM*, 2%, -2%, ?
Cc1ccccc1Nc1c(-c2cccc(O)c2)nc2ccc(Br)cn12
 : -14, /, /, /, 1%, 2%, /
Cc1nnc(NC(=O)CCC(=O)NCc2ccco2)s1
 : -3, 1%, 2%, -20%, 0%, 1%, 4%
CC1Sc2ccc(C(=O)Nc3cc(S(C)(=O)=O)ccc3Cl)cc2NC1=O (configuration not stated)
 : ?, /, -9%, -3%, 2%, 8%, -20%
CCC1CCCCN1CCNC(=O)C1CCN(S(=O)(=O)c2c(C)noc2C)CC1 (configuration not stated)
 : -9, 0%, -15%, 32%, ?, -4%, 6%
Cc1cc(C(=O)N2CCC2(C)C(=O)Nc2cccc3c2CCCC3)nn1C (configuration not stated)
 : -28, /, -8%, /, /, 0%, /
COc1cccc(NC(=O)Cn2c(=O)n(-c3ccccc3)c(=O)c3c4c(sc32)CCCC4)c1
 : -15, /, /, /, 15%, 3%, /
COc1ccc(C(=O)Nc2c(N)nc(SCC(=O)Nc3ccc(NC(C)=O)cc3)[nH]c2=O)cc1OC
 : -16, -5%, -14%, 58%, -3%, -1%, 9%
Fc1ccccc1NC(=S)N1CCN(Cc2ccc3c(c2)OCO3)CC1
 : ?, 0%, 1%, 17%, 8%, -2%, -4%
Cc1cccc(/C(N)=N/OC(=O)c2cccc3ccccc23)c1
 : 173, -6%, /, -27%, -5%, /, /
C/C(=N\NC(=O)c1nnn(-c2nonc2N)c1C(C)C)c1ccc2ccccc2c1
 : -24, -1%, 1%, -9%, -8%, 1%, 3%
COc1ccc(Cl)cc1NC(=O)CN(C)C(=O)C12CC3CC(CC(Cl)(C3)C1)C2
 : -6, -6%, -12%, 32%, ?, 1%, 11%
Cc1ccc(S(=O)(=O)N2CCN(C)CC2)c(C)c1
 : 7, -2%, 0%, -4%, -1%, 5%, 15%
COc1ccc(CC(=O)NCc2ccc(-n3cccc3)cc2)cc1OC
 : ?, 6%, 2%, 35%, 2%, -1%, ?
COc1ccc(-n2ccnc2SCC(=O)c2c(N)n(C3CC3)c(=O)[nH]c2=O)cc1
 : 63, /, -6%, /, /, -11%, /

(listing goes on)
Each structure is followed by: HCMV antiviral, LmPK inh, AMA1 RON2 block, AmpC no deterg, AmpC detergent, TbPYK inhibitor, HCV inhibitor
CC1CCN(S(=O)(=O)c2ccc3c(ccn3CCC(=O)NCc3ccccc3F)c2)CC1
 : -10, /, /, /, 12%, -1%, /
CCc1ccc(OCCOCC(O)CN2CCN(Cc3ccc(Cl)cc3)CC2)cc1 (configuration not stated)
 : -29, 3%, -9%, 278%[activator], -15%, 2%, ?
COc1ccc(Oc2nc(C)cc(C)c2S(=O)(=O)c2ccc(C)cc2)cc1
 : 17, 3%, 10%, -5%, ?, -2%, -23%
COc1ccc(OCC(=O)Nc2ccc3c(c2)N(C)C(=O)c2ccccc2S3)cc1
 : -10, /, /, /, -2%, 0%, /
CCCCN(CCCNC(=O)C1CCCN(S(=O)(=O)CCC)C1)Cc1ccccc1 (configuration not stated)
 : -35, 4%, -8%, 1%, -6%, 2%, 6%
C(=N\NC1=Nc2cccc3cccc1c23)/c1cccnc1
 : 4, 4%, -14%, -14%[11.4 µM], ?, 4%, -24%
Cc1cccc(C)c1NC(=O)N1CCC(c2nc3ccccc3o2)CC1
 : 4, 2%, -6%, 2%, -16%, 0%, /
COc1ccc(CN(C(=O)CN2C(=O)c3ccccc3S2(=O)=O)C(C(=O)NCC2CCCO2)c2ccncc2)cc1 (configuration not stated)
 : 31, 6%, -1%, 0%, ?, 0%, 34%[activator]
COc1ccccc1N1CCN(CCCNC(=O)c2cnn(-c3ccccc3Cl)c2C2CCN(C(=O)OC(C)(C)C)CC2)CC1
 : -12, /, /, /, 4%, -4%, /
CCOc1ccc(C2C(C#N)=C(N)SC(N)=C2C#N)cc1OC
 : /, 1%, /, -34%, -11%, /, /
CC(C)c1ccc(NC(=O)c2cc3c(=O)[nH]c4ccccc4c3n2C)cc1
 : -23, /, /, /, 0%, 1%, /
CCCC(=O)n1nc(-c2cccnc2)nc1NCc1ccccc1
 : -27&12, 2%, 8%, 16%, -2%&14%, -1%&1%, -5%
C=CCC1(CN2CCCC2=O)C(=O)NC(=O)NC1=O
 : /, -2%, 1%, -10%, -12%, -1%, -1%
Cc1ccc(NC(=O)C[n+]2ccccc2)cc1[N+](=O)[O-]
 : -2, -2%, -12%, -7%, 0%, -4%, 25%
O=C(COc1ccc2ccc(=O)oc2c1)Nc1ccc(N2CCOCC2)cc1
 : 15, 1%, -16%[2.32 µM], -12%, -16%, -2%, 7%

The list continues:
Each structure is followed by: HCMV antiviral, LmPK inh, AMA1 RON2 block, AmpC no deterg, AmpC detergent, TbPYK inhibitor, HCV inhibitor
CCCOc1cccc(C(=O)Nc2ccc(-c3nc4ccccc4o3)cc2)c1
 : -1, /, /, /, 3%, -1%, /
Cc1ccc(S(=O)(=O)N2CCCc3cc(NS(=O)(=O)c4ccc(F)cc4)ccc32)cc1
 : ?, /, /, /, 19%, 2%, /
Cc1cc(C(=O)COC(=O)Cc2n[nH]c(=O)c3ccccc23)c(C)n1-c1ccc2c(c1)OCCO2
 : -77*, -1%, -23%, -21%, -15%, 38%[activator], -27%
COc1ccc(-c2oc3ncn4nc(-c5ccccc5O)nc4c3c2-c2ccc(OC)cc2)cc1
 : 12, /, /, /, 10%, 2%, /
COc1ccc(/C=C2\SC(=S)N(C(C(=O)O)c3ccccc3)C2=O)c(OC)c1 (configuration not stated)
 : -19, 2%, -7%, -35%, 1%, -18%, 2%
CN1CCc2c(sc(NC(=O)Cc3ccccc3)c2C#N)C1
 : -37, 1%, 12%, -29%, -13%, -8%, -12%
COc1ccc(C(C)NC(=O)Cc2cccs2)cc1 (configuration not stated)
 : 27, -2%, 12%, -3%, 1%, -10%, 13%
COc1ccc(S(=O)(=O)Nc2ccc3c(c2)C(=O)N([C@H](C)CO)C[C@H](C)[C@@H](CN(C)S(=O)(=O)c2cn(C)cn2)OCCCC[C@H](C)O3)cc1
 : 22, /, -4%, /, /, -5%, /
Cc1ccc(NC(=O)C(C)c2ccc(-c3ccccc3)c(F)c2)cc1 (configuration not stated)
 : ?, 5%, 4%, -52%, 3%, -9%, ?
O=S(=O)(c1ccc(Oc2ccc3oc4ccccc4c3c2)nc1)N1CCCC1
 : 37, 0%, 1%, -21%, -11%, -6%, ?
Cc1cc2nc(N)sc2cc1C
 : 12, ?, 0%, /, -10%, -3%, -15%
Cc1ccc(Nc2ccc(C(=O)N3CCCC3)cn2)c(C)c1
 : 41, 3%, -18%, 7%, -12%, 5%, 9%
Cc1ccccc1/C(N)=N/O
 : 3, 0%, 18%[11.6 µM], -12%, ?, 3%, 3%
Cc1ccc(N2CCN(C(=O)C3CCC(CNS(=O)(=O)c4ccc(Br)s4)CC3)CC2C)cc1 (configuration not stated)
 : -35, /, /, /, 2%, -6%, /
CCOc1ccc(Oc2nc(NC)nc(N3CCOCC3)n2)nn1
 : 66, /, /, /, 9%, -11%, /
Cc1ccc2nc(CN3CCN(C(=O)Nc4ccc(F)cc4)CC3)oc2c1
 : -16, /, /, /, -7%, 0%, /

An unsorted share of the library; overall some 7.5% were active at least once.
